FECH inh: inhibitors of human ferrochelatase, primary screen, biochemical, purified FECH, Ni-mesoporphyrin absorbance | Ferrochelatase, mitochondrial (Homo sapiens), P22830 | Ni-mesoporphyrin absorbance 550 nm | calls only at 10 µM (by protocol) | hit rate 3.3% among 20,000 | AID 1671448, 2021;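 active = enzyme reaction rate more than 3 SD below the solvent-only control wells on the same plate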;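 also: lower slope than DMSO wells means FECH inhibition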
Target sequence (P22830 whole entry, looked up): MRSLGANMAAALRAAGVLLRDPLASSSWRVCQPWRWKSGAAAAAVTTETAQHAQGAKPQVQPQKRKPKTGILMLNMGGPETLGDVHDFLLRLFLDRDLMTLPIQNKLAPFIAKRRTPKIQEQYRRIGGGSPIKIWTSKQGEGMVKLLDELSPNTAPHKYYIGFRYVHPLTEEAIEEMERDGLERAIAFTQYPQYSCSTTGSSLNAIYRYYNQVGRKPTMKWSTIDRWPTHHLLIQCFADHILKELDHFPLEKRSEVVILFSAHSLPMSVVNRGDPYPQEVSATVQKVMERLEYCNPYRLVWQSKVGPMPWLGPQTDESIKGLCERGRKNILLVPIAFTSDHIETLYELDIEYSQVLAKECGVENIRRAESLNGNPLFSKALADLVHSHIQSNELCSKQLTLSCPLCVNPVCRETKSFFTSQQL
Calls only; i = inactive; + = active, no number.

Cc1cc(NC(=O)CSCc2ccccc2)n(-c2ncnc3c2cnn3-c2cccc(C)c2C)n1
  FECH inh: i

CC(C)[C@H](CO)N1Cc2ncccc2C1=O
  FECH inh: i

O=C(CN1C(=O)c2ccccc2S1(=O)=O)Nc1ccc(Cl)cc1C(F)(F)F
  FECH inh: i

COc1ccc(NC(=O)CN2CCN(Cc3ccc(F)cc3Cl)S2(=O)=O)cc1Cl
  FECH inh: +

CC(C)CCNC(=O)c1nc[nH]c1C(=O)NCCC(C)C
  FECH inh: i

CS(=O)(=O)NCCn1c(-c2ccccc2)nc2cccnc21
  FECH inh: i

CN(C)c1nc(Nc2ccc(F)cc2)c2cnn(-c3ccccc3)c2n1
  FECH inh: i

CC(O)CNc1nc(Nc2ccc(F)cc2)c2cnn(-c3ccccc3)c2n1 (stereo unspecified)
  FECH inh: i

Cc1cc(C)c(NC(=O)CN2CCN(Cc3ccccc3C)S2(=O)=O)c(C)c1
  FECH inh: i

CN(Cc1ccccc1)C(=O)c1nc(N2CCCC2)c2oc3ccccc3c2n1
  FECH inh: i

O=C(NCCc1nc2cccnc2n1-c1ccccc1)Nc1ccc(Cl)cc1
  FECH inh: i

CCn1c(CNS(=O)(=O)c2c(C)noc2C)nc2cccnc21
  FECH inh: i

C(=C\c1nc(-c2ccccn2)n[nH]1)/c1ccccc1
  FECH inh: i

Cn1cnnc1-c1cc(Cl)ccc1Cl
  FECH inh: i

O=C(c1cn[nH]n1)N1CCN(Cc2ccc3c(c2)OCO3)CC1
  FECH inh: i

COc1ccc(NC(=O)CN2CCCN(Cc3ccc(C)cc3)S2(=O)=O)cc1
  FECH inh: i

O=C(NCC1CCCCO1)c1ccc(CSc2ccccn2)cc1 (stereo unspecified)
  FECH inh: i

CC(NC(=O)CSCc1ccccc1Cl)c1nccs1 (stereo unspecified)
  FECH inh: i

O=C1CCS(=O)(=O)N1c1ccc(S(=O)(=O)NCc2ccc(F)cc2)cc1
  FECH inh: i

Cc1ccc(-c2cc(Nc3cccc(Br)c3)nc(C)n2)cc1
  FECH inh: i

Clc1cccc(Nc2nc(N3CCN(c4ccccc4)CC3)nc3c2cnn3-c2ccccc2)c1
  FECH inh: i

CCCN(c1nc2nc(C)cc(C)n2n1)S(=O)(=O)c1ccc(C)cc1
  FECH inh: +

CCCCC(=O)Nc1cccc(OCc2cc(=O)n3cc(Cl)ccc3n2)c1
  FECH inh: i

CNC(=O)[C@@H]1C[C@@H](N)CN1Cc1ccc(S(C)(=O)=O)cc1
  FECH inh: i

CC1CCc2[nH]nc(C(=O)N3CCCn4nc(C(=O)NC5CC5)cc4C3)c2C1 (stereo unspecified)
  FECH inh: i

COc1ccc(OC)c(NC2=NS(=O)(=O)C(c3ccc(C)cc3)=C2C)c1
  FECH inh: i

Cc1ncsc1CCN(C)Cc1ccc(CO)o1
  FECH inh: i

CCc1nc(OCC(=O)NCc2ccc(SC)cc2)c2c(-c3ccc(F)cc3)noc2n1
  FECH inh: i

CNC(=O)[C@@H]1C[C@@H](N)CN1C(=O)c1cc(F)c(OC)c(F)c1
  FECH inh: i

O=C(c1[nH]cnc1-c1ccccc1)N1CCCC(N2CCCC2=O)C1 (stereo unspecified)
  FECH inh: i

CNC(=O)c1ccc(Cn2c(=O)c3cc(OC)c(OC)cc3n(CC(=O)N3CCCCCC3)c2=O)cc1
  FECH inh: i

c1ccc(-c2ncn(CCc3cnc[nH]3)c2-c2cccn2-c2ccccn2)cc1
  FECH inh: i

CC(c1cccc(-c2cccc3c(N)ccnc23)c1)N(C)C (stereo unspecified)
  FECH inh: +

COc1ccc(OCC(=O)Nc2ccc(C)c(OCc3cc(=O)n4ccc(C)cc4n3)c2)cc1
  FECH inh: i

Cc1nc(S(=O)(=O)N2CCC3(CC2)C(=O)Nc2ccccc23)cn1C
  FECH inh: i

CC(c1ccon1)N(C)C(=O)c1cn(C/C=C/c2ccccc2)nn1 (stereo unspecified)
  FECH inh: i

C=CCN(CC=C)C(=O)CN1CCN[C@H]2CS(=O)(=O)C[C@H]21
  FECH inh: i

CCc1cnc(-c2cc(F)c3c(c2)CC(CN)O3)nc1 (stereo unspecified)
  FECH inh: i

CCc1nccc(CN2CCC(CNC(=O)C3CCC(C)CC3)C2)n1 (stereo unspecified)
  FECH inh: i

COc1ccc(N2C(=O)CCS2(=O)=O)cc1S(=O)(=O)Nc1cc(C)ccc1C
  FECH inh: i

Cc1ccc(CNC(=O)C2CCN(c3ncnc4c3nc3n4CCCCC3)CC2)cc1
  FECH inh: i

CCCNc1nc(-c2nnc(-c3ccc(C)cc3)o2)nc2ccccc12
  FECH inh: i

COc1ccccc1-n1cc(C(=O)NCCS(C)(=O)=O)cn1
  FECH inh: i

Cn1c(=O)c(C(=O)N2CCc3ccccc3C2)nc2ccccc21
  FECH inh: i

COCCc1noc(CN2CCc3onc(-c4ccc(Cl)cc4)c3C2)n1
  FECH inh: i

CCCc1nc2nc[nH]n2c(=O)c1NC(=O)Nc1cc(OC)cc(OC)c1
  FECH inh: i

O=C(C1CCN(c2ccc(-c3ccccc3)nn2)CC1)N1CCCC1
  FECH inh: i

CC(C)N1CCC(C(=O)NCC2(c3ccc(F)cc3)CCOC2)CC1 (stereo unspecified)
  FECH inh: i

CCc1csc(CCNC(=O)C(c2cccc(C)c2)N(C)C)n1 (stereo unspecified)
  FECH inh: i

CN(CCC1CCCCO1)C(=O)CCC(=O)NC1CCCC1 (stereo unspecified)
  FECH inh: i

CCSc1ccccc1C(=O)Nc1cc(C)nn1-c1ncnc2c1cnn2-c1ccc(C)cc1C
  FECH inh: i

CCOc1ccc(-c2cnc(-c3cnc(CC)nc3)[nH]2)cc1
  FECH inh: i

COc1cccc(-c2cc(=O)[nH]c(SCc3nc(-c4ccccc4OC)oc3C)n2)c1
  FECH inh: i

CCn1c(C2CCN(C(=O)c3cc(CC(C)C)no3)CC2)nn(C)c1=O
  FECH inh: i

COc1cc2c(cc1CN1CCc3[nH]nc(-c4ccccc4F)c3C1)OCO2
  FECH inh: i

COc1cc(NCC(c2ccccn2)N2CCOCC2)ncn1 (stereo unspecified)
  FECH inh: i

CN(C(=O)C1CCCN(c2ncnc3c2nc2n3CCCCC2)C1)c1ccccc1 (stereo unspecified)
  FECH inh: i

Cc1ccccc1Nc1nc(NCC2CCCO2)nc2c1cnn2-c1ccccc1 (stereo unspecified)
  FECH inh: i

Cc1cc(-c2ccccc2C(F)(F)F)nc(N)n1
  FECH inh: i

Cc1ccsc1CN(CC(C)C)C(=O)C1CCN(Cc2cccn2C)CC1
  FECH inh: i

The last 5 compounds of the part before are carried over, then new ones follow:
COc1cc(NCC(c2ccccn2)N2CCOCC2)ncn1 (stereo unspecified)
  FECH inh: i

CN(C(=O)C1CCCN(c2ncnc3c2nc2n3CCCCC2)C1)c1ccccc1 (stereo unspecified)
  FECH inh: i

Cc1ccccc1Nc1nc(NCC2CCCO2)nc2c1cnn2-c1ccccc1 (stereo unspecified)
  FECH inh: i

Cc1cc(-c2ccccc2C(F)(F)F)nc(N)n1
  FECH inh: i

Cc1ccsc1CN(CC(C)C)C(=O)C1CCN(Cc2cccn2C)CC1
  FECH inh: i

COc1ccc(Cl)cc1Nc1c(-c2ccc3c(c2)CCCC3)c(=O)c1=O
  FECH inh: i

CC(CNC1CCN(C(=O)c2ccccc2)CC1)N(C)c1ccccc1 (stereo unspecified)
  FECH inh: i

Nc1nc(N2CCOCC2)cc(N2CCN(C/C=C/c3ccccc3)CC2)n1
  FECH inh: i

CCc1nc(OCC(=O)NCc2ccc(OC)cc2OC)c2c(-c3ccc(F)cc3)noc2n1
  FECH inh: i

COc1ccc(C(=O)CCC(=O)N2C[C@H]3C[C@H](O)[C@@H](O)C[C@H]3C2)cc1
  FECH inh: i

COc1ccccc1NC(=O)CN1CCCN(Cc2ccc(C)cc2)S1(=O)=O
  FECH inh: i

CCN1C(SCC(=O)Nc2ccccc2C)=NS(=O)(=O)c2ccccc21
  FECH inh: +

CCCSc1ncc(CN2CCC(N)(C(=O)O)C2)cn1 (stereo unspecified)
  FECH inh: i

Cc1ccc(N2CCC(=O)N(CC3CC3)C(C(C)C)C2)nn1 (stereo unspecified)
  FECH inh: i

CN(C)C(=O)c1ccc2c(c1)N(CC(=O)Nc1cccc(Cl)c1)C(=O)C1CCCCN21 (stereo unspecified)
  FECH inh: i

CNC(=O)C1CCN(Cc2cccc(C(=O)Nc3cccc(CO)c3C)c2)C1 (stereo unspecified)
  FECH inh: i

CO[C@H]1CN(C(=O)c2cccc3c2OCC3)CC[C@H]1N
  FECH inh: i

NC(=O)c1ccc(N2CCN(Cc3ccc4ccccc4n3)CC2)nc1
  FECH inh: i

CCc1noc(CN(CC)C(=O)C(c2cccc(C)c2)N(C)C)n1 (stereo unspecified)
  FECH inh: i

O=C(NC1CC(=O)N(c2ccccc2)C1)c1ccc(Br)o1 (stereo unspecified)
  FECH inh: i

O=C(c1cn[nH]n1)N1CCN(CCCOc2ccc(F)cc2)CC1
  FECH inh: i

Cc1ccccc1C(C(=O)N1CCCOCC1)N(C)C (stereo unspecified)
  FECH inh: i

COc1ccccc1-n1nc(C(C)C)nc1Cn1ccc(=O)[nH]c1=O
  FECH inh: i

CCOC(=O)c1cc2ccsc2n1CC(=O)NCc1ccc(F)cc1
  FECH inh: i

Fc1cccc(F)c1CCC1CCCN(CCc2ccccn2)C1 (stereo unspecified)
  FECH inh: i

CN1CCCC(CCNC(=O)CCC(=O)N2CCCCCC2)C1 (stereo unspecified)
  FECH inh: i

Fc1ccc(-c2[nH]ncc2CNC23C[C@H]4C[C@@H](C2)CC(n2cncn2)(C4)C3)cc1
  FECH inh: i

CCCc1c(C)nc2ncnn2c1Sc1ccccc1NC(=O)c1ccco1
  FECH inh: i

Cc1nc(C)c(CC(=O)NCc2cccc(OC(F)(F)F)c2)s1
  FECH inh: i

NC(=O)c1csc(N2CC[C@@H](c3ccc4ccccc4c3)[C@H](O)C2)n1
  FECH inh: i

O=C(CCN1CCCCO1)N(Cc1ccc2c(c1)OCO2)C1CCCC1
  FECH inh: i

CCc1nc2nc(C)[nH]n2c(=O)c1NC(=O)Nc1ccc(C)c(Cl)c1
  FECH inh: i

CCc1c(C)nc2ncnn2c1Sc1ccc(NC(=O)Nc2ccc3c(c2)OCO3)cc1
  FECH inh: i

CC(C)CCNC(=O)C1(C)Cn2c(cc3occc32)C(=O)N1Cc1ccc(Cl)cc1 (stereo unspecified)
  FECH inh: i

COc1ccc(Nc2cc(C)nc(Nc3ccc(NC(=O)CCC4CCCCC4)cc3)n2)cc1
  FECH inh: i

CCOc1ccc(NC(=O)CN2CCCN(Cc3cccc(Cl)c3)S2(=O)=O)cc1
  FECH inh: +

CCOC(=O)N1CCC(NCCSc2cn[nH]n2)CC1
  FECH inh: i

COc1cccc(Cn2c(CNS(=O)(=O)c3cccc(Cl)c3)nc3cccnc32)c1
  FECH inh: i

CN1C[C@H]2[C@@H](c3cccc(-n4cccn4)c3)N[C@](CO)(c3ccccc3)[C@H]2C1
  FECH inh: i

CN1CCCn2nc(C(=O)NCc3ccc4nonc4c3)cc2C1
  FECH inh: i

Cc1cccc(C(=O)N(C)CCn2cc(C(=O)N3CCSCC3)nn2)n1
  FECH inh: i

O=C(Nc1cccc(Cl)c1)N1CCN(CCn2c(C(F)(F)F)nc3cccnc32)CC1
  FECH inh: i

c1ccc(CCc2nc(CCOc3ccccc3)n[nH]2)cc1
  FECH inh: i

O=C(c1cc2n(n1)CCN(Cc1cnc(-c3ccco3)nc1)C2)N1CCCC1
  FECH inh: i

CCC(=O)Nc1ccccc1-c1nnc(SCC(=O)Nc2ccc(C(=O)OC)cc2)[nH]c1=O
  FECH inh: i

O=C1CC2(CCN(C(=O)c3cn[nH]n3)C2)Oc2ccccc21 (stereo unspecified)
  FECH inh: i

Cc1nn(CCO)c(C)c1CN1C[C@@H]2[C@H](C1)[C@H]1CC[C@@H]2O1
  FECH inh: i

COc1ccccc1NC(=O)Nc1nc(CC(=O)N2c3ccccc3CC2C)cs1 (stereo unspecified)
  FECH inh: i

COc1cccc(C(=O)N(Cc2nc3nc(C)cc(C)n3n2)c2cccc(Cl)c2)c1
  FECH inh: i

CCSCC(C)NCc1nc(-c2ccccc2C)no1 (stereo unspecified)
  FECH inh: i

O=C(NCc1cccnc1Oc1ccc(F)c(F)c1)[C@H](O)c1ccccc1
  FECH inh: i

c1cncc(-c2noc(CCNC3CCSC3)n2)c1 (stereo unspecified)
  FECH inh: i

Cc1nsc(NC(=O)N2CC[C@@]3(O)CCCC[C@H]3C2)n1
  FECH inh: i

CN(Cc1cc(C2CC2)n[nH]1)C(=O)c1cc(Cn2cnc3ccccc32)on1
  FECH inh: i

CCN(CC)c1ncc(NS(=O)(=O)c2cc(F)ccc2F)cc1C(=O)O
  FECH inh: i

CN(CCCNC(=O)C1CCN(c2ccc(-c3ccccc3)nn2)CC1)Cc1ccccc1
  FECH inh: i

CCn1c(C(=O)N2CCCC(C(=O)NCCc3ccc(S(N)(=O)=O)cc3)C2)cc2sccc21 (stereo unspecified)
  FECH inh: i

COc1ccc(Nc2ncnc3sc(C)c(S(=O)(=O)N4CCCCC4)c23)cc1Cl
  FECH inh: i

OCCOc1ccccc1CN1CCOC(c2ccc(Cl)c(Cl)c2)C1 (stereo unspecified)
  FECH inh: i

CSc1nc(NCCc2ccc(S(N)(=O)=O)cc2)c(C#N)c(-c2ccccc2)n1
  FECH inh: i

COc1ccc(-c2nc(C(N)=O)c3c(n2)n(-c2ccc(F)cc2)c(=O)n3C)cc1
  FECH inh: i

Cc1ccc2nc(CCNC(=O)CN3C(=O)CCc4cc(S(=O)(=O)N5CCCC5)ccc43)[nH]c2c1
  FECH inh: i

Cc1cc(C)n2nc(CN(C(=O)C(C)(C)C)c3ccccc3)nc2n1
  FECH inh: i

O=C(NC1CCCCC1)c1nc[nH]c1C(=O)N1CCN(Cc2ccccc2)CC1
  FECH inh: i

CC(C)Cn1ncc2c1NC(=O)CC2c1ccccc1-c1ccco1 (stereo unspecified)
  FECH inh: i

CCOc1ccc(CCNC(=O)c2cc3n(n2)CC(C)(C(=O)NCc2ccc(C)cc2)N(C)C3=O)cc1 (stereo unspecified)
  FECH inh: i

Cc1ccc(CNC(=O)NCCc2nc3cccnc3n2Cc2ccc(C)cc2)cc1
  FECH inh: i

COc1c[nH]c(CN2CCCC(C(=O)c3ccc(-c4ccccc4)cc3)C2)cc1=O (stereo unspecified)
  FECH inh: i

O=C1OCC2(CCN(C(=O)c3ccc(-c4ccccc4Cl)o3)CC2)O1
  FECH inh: i

A portion of the library; rates above refer to the full screens.
